Jurkat NFkB inh: inhibitors of the PMA/ionomycin-induced NF-kB reporter in Jurkat cells | AID 435003 | inhibition, % at 4 µM | hit rate 0.53% among 330,000 | PMA/ionomycin-induced NF-kB luciferase reporter, luminescence; in the data active means inhibition above about 50%
Gli-Sufu block: Gli-Sufu pathway antagonism | Sufu-KO-LIGHT fibroblasts, Gli luciferase reporter luminescence | inhibition, % at 5 µM | hit rate 0.74% among 340,000 | AID 588413;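 active means inhibition above about 55%, limit read from the data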;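 further: 0% = DMSO-treated cells and 100% = wells with medium but no cells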
APJ antag: blocks the human apelin receptor APJ; P35414; CHO-K1 APJ beta-arrestin complementation, luminescence; inhibition, % at 20 µM; hit rate 0.32% among 330,000; AID 2521;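 active means inhibition above about 40% at 20 µM, limit read from the data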;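 further: cells challenged with 10 nM apelin-13 agonist together with compound; plate controls were apelin-13 plus DMSO wells for no effect and DMSO wells lacking apelin-13 for full effect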
697 NFkB inh: lowers PMA/ionomycin-induced NF-kB signal in 697 B cells. hit rate 0.33% among 330,000. inhibition, % at 4 µM. 697 B-cell NF-kB luciferase reporter, 16 h; in the data active means inhibition above about 35%
CXCR6 block: blocks human CXCR6 beta-arrestin recruitment; CHO-K1 PathHunter CXCR6 beta-arrestin, luminescence; inhibition, % at 20 µM; O00574; hit rate 0.36% among 360,000; in the data active means inhibition above about 34%, passing the limit was not always enough;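 further: antagonist mode with CXCL16 agonist at 10 nM final; 0% = 10 nM CXCL16 with DMSO and 100% = unstimulated wells without agonist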
CCR6 antagonist: CCR6 (human) receptor antagonism; CHO-K1 CCR6 PathHunter beta-arrestin, luminescence, CCL20-stimulated; inhibition, % at 20 µM; hit rate 0.49% among 340,000;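 active means compounds whose inhibition of the agonist-driven luminescence signal at 20 µM reaches about 50%, limit read from the data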;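 further: cells stimulated with CCL20 at 14 nM final; plate controls were DMSO with CCL20 for no effect and DMSO without agonist for full effect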
Target sequence (P51684 whole entry, looked up): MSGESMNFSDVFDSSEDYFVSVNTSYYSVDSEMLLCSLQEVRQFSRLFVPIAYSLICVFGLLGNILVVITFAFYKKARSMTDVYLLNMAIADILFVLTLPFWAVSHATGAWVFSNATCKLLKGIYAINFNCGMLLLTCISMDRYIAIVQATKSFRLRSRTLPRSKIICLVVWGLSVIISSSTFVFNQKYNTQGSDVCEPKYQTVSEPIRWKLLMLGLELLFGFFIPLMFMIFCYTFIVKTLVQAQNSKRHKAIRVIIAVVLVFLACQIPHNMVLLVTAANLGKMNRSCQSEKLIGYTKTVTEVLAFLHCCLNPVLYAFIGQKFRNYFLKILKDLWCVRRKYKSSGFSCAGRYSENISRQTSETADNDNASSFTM
EBI2 antag: antagonists of human EBI2 receptor; hit rate 0.81% among 360,000; inhibition, % at 5 µM; EBI2 beta-arrestin recruitment, luminescence, 7a,25-OHC stimulated; in the data active means inhibition above about 38%;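 further: enzyme fragment complementation signal reports receptor beta-arrestin coupling in cells; 0% = agonist plus DMSO wells and 100% = wells without agonist; some results beyond the cut were filed as inactive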
Target sequence (P32249 whole entry, looked up, the tested form may be a part): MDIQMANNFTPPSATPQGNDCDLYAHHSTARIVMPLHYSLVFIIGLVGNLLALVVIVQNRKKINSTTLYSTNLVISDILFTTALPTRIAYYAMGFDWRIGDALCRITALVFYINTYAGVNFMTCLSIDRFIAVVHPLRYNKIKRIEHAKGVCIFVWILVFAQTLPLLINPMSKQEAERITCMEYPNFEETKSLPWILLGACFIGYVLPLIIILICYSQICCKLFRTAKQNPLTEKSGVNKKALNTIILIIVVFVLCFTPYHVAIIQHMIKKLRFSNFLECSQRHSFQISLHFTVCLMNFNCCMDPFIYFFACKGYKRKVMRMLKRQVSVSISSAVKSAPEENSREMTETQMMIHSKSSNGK
UBC13 polyUb: blocks human UBC13 polyubiquitin chain formation; P61088; TR-FRET; inhibition, % at 20 µM; hit rate 0.47% among 330,000; AID 485273; in the data active means inhibition above about 45%, passing the limit was not always enough
Target sequence (P61088 whole entry, looked up): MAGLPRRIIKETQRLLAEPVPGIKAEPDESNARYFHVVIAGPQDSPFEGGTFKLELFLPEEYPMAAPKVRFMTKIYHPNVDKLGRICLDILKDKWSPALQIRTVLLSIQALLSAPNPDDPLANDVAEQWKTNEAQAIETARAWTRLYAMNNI
Active calls of the source: *; / = no result given.

SMILES	Jurkat NFkB inh	Gli-Sufu block	APJ antag	697 NFkB inh	CXCR6 block	CCR6 antagonist	EBI2 antag	UBC13 polyUb
CCCCCC(=O)N1CC2(CC(c3cccc(NC(=O)[C@@H]4CCC(=O)N4)c3)=NO2)C[C@@H]1C(N)=O (stereo partly specified)	9	-4	-57	15	-16	-3	-2	-5
COc1ccc(-c2nnc(NC(=O)CSc3ccccc3)s2)cc1OC	13	-2	10	15	-7	5	-11	10
O=C(c1cncc(Br)c1)N1CCN(S(=O)(=O)c2ccc(Cl)cc2)CC1	15	-3	15	-12	-16	11	-2	0
CC(C)c1ccc(S(=O)(=O)NC2CCS(=O)(=O)C2)cc1 (stereo unspecified)	6	-12	2	-2	0	13	-2	-5
O=C(Nc1ccccc1)Nc1cccc2cccnc12	-108	-72	7	-102	-10	3	-1	13
Cc1ccc2nc(NC(=O)C3CCN(S(=O)(=O)c4cnc[nH]4)CC3)sc2c1	-13	-25	9	5	2	4	-7	6
COCCNC(=O)c1cc2nc(-c3ccccc3)cc(C)n2n1	-7	-4	-14	16	12	7	0	6
CC1CCN(CCC(=O)Nc2ccccc2)CC1	5	9	-3	8	-11	2	0	13
N#C/C(=C\c1cn[nH]c1-c1ccc(Cl)cc1)C(=O)NC1CC1	10	16	11	5	0	1	3	-2
Cc1cccc(C(=O)OCC(=O)N2CCc3ccccc3C2)c1O	-11	-9	-1	-15	-9	6	8	-1
O=C(CCC(=O)Nc1ccccc1Cl)NNC(=O)C1CCCCC1	6	6	-2	0	2	6	-2	-3
Cc1n[nH]c(=O)c2c(NC(=O)CSc3nc4ccccc4c(=O)n3-c3ccc(OC(F)F)cc3)oc(C)c12	9	-12	33	-2	9	3	7	-2
COC(=O)C1=C(CCc2ccccc2)NC(=O)NC1c1ccc([N+](=O)[O-])cc1 (stereo unspecified)	49	-7	-7	2	-2	2	-9	-2
CC(C)CN(C(=O)COC(=O)CNC(=O)c1ccccc1F)c1c(N)n(Cc2ccccc2)c(=O)[nH]c1=O	/	23	/	/	-1	6	1	/
O=C1CCN(Cc2ccccc2)CCN1[C@H](COc1ccccc1)Cc1ccccc1	1	17	-14	5	-1	8	10	20
O=c1[nH]c(CN2CCN(Cc3ccccc3)CC2)nc2scc(-c3ccccc3)c12	24	6	14	4	4	3	-2	16
CC(Sc1nnc(-c2cccnc2)n1N)C(=O)Nc1ccc2c(c1)OCCO2 (stereo unspecified)	2	34	4	9	-2	8	-9	-2
CC(C)[n+]1ccn(C2=C([O-])c3ccccc3C(=O)/C2=N\S(=O)(=O)c2ccccc2)c1	-10	-5	-24	11	-13	5	0	-58
CC(=O)Nc1ccc(S(=O)(=O)NNC(=O)c2ccc(S(=O)(=O)N3CCCCC3)cc2)cc1	5	8	0	3	-12	-5	-3	3
O=c1cc(N2CCCCCC2)[nH]c(=O)n1-c1ccc(Cl)cc1	-5	-7	-4	-22	-1	1	-4	-6
CON(C)c1nc(NCC(C)C)nc(OCC#N)n1	-5	3	12	-21	-4	1	1	-8
Oc1ccc(/C=N/Nc2ccc(Cl)nn2)cc1O	22	0	-21	-20	2	8	12	-10
C#CCOCCOCCOCCNc1nc(N2CCN(C(=O)CCCCCCCCCCNC(=O)[C@H]([C@@H](C)CC)n3cc(CCCCN=C(N)N)nn3)CC2)nc(N2CCN(C(=O)CCCCCCCCCCNC(=O)[C@H]([C@@H](C)CC)n3cc(CCCCN=C(N)N)nn3)CC2)n1	-6	/	27	13	/	/	/	126*
C=CCSc1nc2c(c(=O)[nH]1)C(C(C)C)C(C#N)=C(N)O2 (stereo unspecified)	4	-8	-14	1	0	-3	-9	-3
O=C(COC(=O)c1nn(-c2ccccc2)c(=O)c2ccccc12)NC1CCS(=O)(=O)C1 (stereo unspecified)	2	4	8	1	0	-12	-4	-3
COc1ccc2cc(-c3cc(C(=O)O)c4ccccc4n3)ccc2c1	-19	-121	1	-344	4	-4	-7	6
O=C(CSc1nnc(CNc2ccc(Cl)cc2)o1)Nc1nc2c(s1)CCCC2	-1	2	-2	9	-10	-1	6	6
COCCNc1c([N+](=O)[O-])c(=O)n(-c2ccccc2)c2ccccc12	-8	6	-14	6	0	22	-2	6
COC(=O)c1sc(NC(C)=O)c(C(=O)OC)c1C	2	-6	0	7	5	1	-10	3
CCOC(=O)c1cnn(-c2ccc(NS(=O)(=O)c3ccc(Cl)cc3)cc2)c1C(F)(F)F	12	10	12	13	2	0	3	-2
COc1cc(C)c(CN2CCN(c3ncccn3)CC2)cc1C	5	2	-1	4	11	10	-11	6
O=[N+]([O-])c1cccc(Cl)c1NCCNS(=O)(=O)c1ccccc1	-3	2	1	-1	-1	30	10	-11
C#CCN(Cc1ccccc1)S(=O)(=O)C=C	7	-2	5	36*	/	-2	/	3
C/C(=C/c1ccccc1)C(=O)N1CC(C)OC(C)C1 (stereo unspecified)	-17	-16	3	-6	4	17	3	-4
CCc1c(C)nc2c(OC)cccc2c1Cl	-5	7	2	-12	1	5	3	5
Cc1c(C(=O)N2CCN(c3ccccn3)CC2)cccc1[N+](=O)[O-]	-11	5	6	5	3	4	-16	-4
CC1(c2ccccc2Cl)NC(=O)N(CC(=O)Nc2ccc(N3CCCCC3)cc2)C1=O (stereo unspecified)	-32	-7	8	-4	-1	8	0	2
CCOc1ccccc1OCCn1ncc2ccc(OC)c(OC)c2c1=O	-6	-5	3	-16	-6	1	-12	5
N#Cc1cccnc1N1CCN(C(=O)c2ccco2)CC1	-5	24	16	-3	-1	-11	2	7
O=C(c1cc2nc(-c3ccccc3)cc(C(F)(F)F)n2n1)N1CCN2CCCC2C1 (stereo unspecified)	2	-9	5	-5	-1	3	0	3
CC(C)(C)c1csc(N/N=C/c2ccc(O)cc2)n1	-20	1	-7	-66	-6	0	16	-1
Cc1ccc(C2Nc3ccccc3C(=O)N2Cc2ccco2)cc1 (stereo unspecified)	4	-5	12	-21	3	24	7	21
CS(=O)(=O)Nc1cccc(-c2cn3c(n2)SCC3)c1	2	-12	8	14	-2	3	-9	0
O=C(O)CC(CNC(=O)C1CCCN1C(=O)OCc1ccccc1)c1ccccc1 (stereo unspecified)	-10	2	8	9	-10	7	-6	3
CCc1nccn1CCC(=O)N1CCc2c([nH]c3ccccc23)C1CC(C)C (stereo unspecified)	14	8	14	10	-6	0	0	-3
CCOC(=O)C(=O)Nc1nnc(SCc2ccc(F)cc2)s1	10	-5	8	6	6	-7	-14	-5
CCOc1ccccc1N/C=C/C(=O)C(C)(C)C	-6	3	-5	2	1	7	-3	-2
O=C(O)C1CC(=O)N(c2ccc(Br)cc2)C1 (stereo unspecified)	-9	0	13	8	-4	-2	-7	2

Reprinted from the part before: four entries; new compounds follow.
SMILES	Jurkat NFkB inh	Gli-Sufu block	APJ antag	697 NFkB inh	CXCR6 block	CCR6 antagonist	EBI2 antag	UBC13 polyUb
CCc1nccn1CCC(=O)N1CCc2c([nH]c3ccccc23)C1CC(C)C (stereo unspecified)	14	8	14	10	-6	0	0	-3
CCOC(=O)C(=O)Nc1nnc(SCc2ccc(F)cc2)s1	10	-5	8	6	6	-7	-14	-5
CCOc1ccccc1N/C=C/C(=O)C(C)(C)C	-6	3	-5	2	1	7	-3	-2
O=C(O)C1CC(=O)N(c2ccc(Br)cc2)C1 (stereo unspecified)	-9	0	13	8	-4	-2	-7	2
Nc1cccc(-c2ccc(CO)o2)c1	15	-1	-2	19	-1	-19	-18	5
c1ccc(NC(c2ccccc2)c2ccncc2)cc1 (stereo unspecified)	1	-7	5	5	6	5	-2	6
C/C(NC(=O)c1ccccc1)=C1/C(=O)CC2C1C2(C)C (stereo unspecified)	-66	-30	-3	-86	-14	3	17	0
CCOC(=O)N1CCC(Nc2c(Nc3ccc(F)cc3)c(=O)c2=O)CC1	-4	-5	13	2	2	23	-4	1
CC1CCCCC1NC(=O)c1ccc2c(c1)OCCO2 (stereo unspecified)	-21	-35	-5	-28	3	18	2	-6
O=C(Nc1n[nH]c(=S)s1)c1ccco1	-27	-11	-73	-33	-5	-7	-12	0
Brc1ccc(-c2c[n+]3c(n2-c2ccccc2)SCC3)cc1	9	63*	3	-35	12	-3	7	6
Nc1nnc(/C=C/c2ccccc2Cl)s1	-11	-60	-6	-33	4	0	1	-3
CC1CCCC(C)N1C(=O)COc1ccc(F)cc1 (stereo unspecified)	9	-1	8	6	-5	16	-3	4
O=C(NCc1cccnc1)c1cc(Cl)ccc1[N+](=O)[O-]	0	9	4	8	1	-3	-6	-1
CN(C)S(=O)(=O)c1cccc(NC(=O)CCNC(=O)c2ccccc2Cl)c1	2	1	-9	11	4	-5	-8	6
O=C(Nc1ccc(Cl)cn1)c1ccc(-c2ccc(Cl)c(Cl)c2)o1	-6	3	4	29	-4	11	7	6

7 compounds drawn at random from those above:
SMILES	Jurkat NFkB inh	Gli-Sufu block	APJ antag	697 NFkB inh	CXCR6 block	CCR6 antagonist	EBI2 antag	UBC13 polyUb
C/C(NC(=O)c1ccccc1)=C1/C(=O)CC2C1C2(C)C (stereo unspecified)	-66	-30	-3	-86	-14	3	17	0
Brc1ccc(-c2c[n+]3c(n2-c2ccccc2)SCC3)cc1	9	63*	3	-35	12	-3	7	6
CC1CCCC(C)N1C(=O)COc1ccc(F)cc1 (stereo unspecified)	9	-1	8	6	-5	16	-3	4
CN(C)S(=O)(=O)c1cccc(NC(=O)CCNC(=O)c2ccccc2Cl)c1	2	1	-9	11	4	-5	-8	6
O=C(Nc1ccc(Cl)cn1)c1ccc(-c2ccc(Cl)c(Cl)c2)o1	-6	3	4	29	-4	11	7	6
O=C(NCc1cccnc1)c1cc(Cl)ccc1[N+](=O)[O-]	0	9	4	8	1	-3	-6	-1
CC1CCCCC1NC(=O)c1ccc2c(c1)OCCO2 (stereo unspecified)	-21	-35	-5	-28	3	18	2	-6

Only EBI2 antag, Jurkat NFkB inh and APJ antag, for some of the entries so far:
canonical_smiles | EBI2 antag | Jurkat NFkB inh | APJ antag
O=C(COC(=O)c1nn(-c2ccccc2)c(=O)c2ccccc12)NC1CCS(=O)(=O)C1 (stereo unspecified) | -4 | 2 | 8
CCOC(=O)N1CCC(Nc2c(Nc3ccc(F)cc3)c(=O)c2=O)CC1 | -4 | -4 | 13
CN(C)S(=O)(=O)c1cccc(NC(=O)CCNC(=O)c2ccccc2Cl)c1 | -8 | 2 | -9
CC1(c2ccccc2Cl)NC(=O)N(CC(=O)Nc2ccc(N3CCCCC3)cc2)C1=O (stereo unspecified) | 0 | -32 | 8
Nc1nnc(/C=C/c2ccccc2Cl)s1 | 1 | -11 | -6

(cont.)
SMILES	Jurkat NFkB inh	Gli-Sufu block	APJ antag	697 NFkB inh	CXCR6 block	CCR6 antagonist	EBI2 antag	UBC13 polyUb
CCOC(=O)N1CCN(Cc2nc3c(c(=O)n(C)c(=O)n3C)n2CCCc2ccccc2)CC1	-32	99*	-10	-3	0	5	8	-11
CCOC(=O)N1CCN(C(=O)c2cc3c(s2)-c2c(C)cccc2OC3)CC1	-6	2	16	6	-4	12	91*	19
Cc1cc(C)n(-c2nc3c(c(=O)[nH]c(=O)n3C)n2CCc2ccccc2)n1	21	29	-17	-20	-1	2	0	-15
CCc1ccc(NC(=O)CSc2ccc(-c3ccccn3)nn2)cc1	-2	-29	-1	-26	-2	15	4	-17
COc1cc(NC(=O)c2ccccc2F)ccc1NC(=O)c1cc2ccccc2o1	-8	-26	4	-34	-6	-6	5	8
O=C(Cn1[nH]c(=O)c2ccccc2c1=O)OCC(=O)N1CCCc2ccccc21	-8	9	14	-1	-1	9	13	3
NN=C(NN=Cc1ccccc1)c1ccccc1	/	-19	/	/	-16	4	15	/

Screening results: PubChem, Sanford-Burnham Center for Chemical Genomics

Compounds as they come; 3% or so of the library scored in one or more.
